High-throughput results as filed in PubChem.
HT1080-NT tox = kills 2HG-producing HT-1080-NT fibrosarcoma cells; hit rate 1.6% among 360,000; HT-1080-NT fibrosarcoma viability, CellTiter-Glo ATP luminescence, 48 h; Potency, µM (highest dose often 46.1 µM), without a hit: at the top dose activity, negative = less viability, usual class: cytotoxic; AID 686970;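 further: NT is the 2HG producing partner of a matched IDH1 knockdown line; potency means the concentration at half of the fitted maximal effect; 0% = DMSO-treated cells and -100% = media-only wells without cells; nearly all actives have a fitted effect of over 55% in size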
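Fibrosarcoma NT cells, 750 per well in 5% FBS RPMI, were exposed to compound for 48 hours. Viability: CellTiter-Glo luminescence.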
HT1080 IDH1KD tx = kills HT-1080 cells with IDH1 knockdown; Potency, µM (series often up to 46.1 µM), without a hit: top-dose activity, negative = toxicity, actives largely listed as cytotoxic; AID 686971; HT-1080 IDH1 knockdown viability, ATP luminescence, 48 h; hit rate 2% among 360,000;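 further: potency means the concentration at half of the fitted maximal effect; 0% = DMSO wells and -100% = cell-free medium wells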
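Luminescent ATP read-out (CellTiter-Glo, 10 min at room temperature) after 48 h compound exposure at 37 °C gave viability of IDH1-knockdown HT-1080 cells. Activity was normalised to DMSO and cell-free wells, then fitted as concentration-response curves.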
KB-V1 MDR tox = KB-V1 MDR subline cytotoxicity; KB-V1 MDR cells viability, CellTiter-Glo, 72 h; Potency, µM (doses to about 46.1 µM), for the others: at the highest dose activity change, negative = cytotoxicity, hits mostly cytotoxic; hit rate 3.4% among 400,000; further: potency means the concentration at half of the fitted maximal effect; on the % scale 0 is the no-effect control and ±100 the full control effect; nearly all actives have a fitted effect of over 60% in size
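Cytotoxicity toward P-gp-expressing KB-V1 cells was determined as loss of CellTiter-Glo luminescence after 72 h at 37 degrees C. Compounds were tested in quantitative HTS format across a concentration range, with curves fitted to normalized data.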
SW480 rereplic = induces DNA re-replication in SW480 colon adenocarcinoma cells; SW480 DNA re-replication, Hoechst DNA content imaging, 48 h; Potency, µM (titrated, usually from 46.1 µM), inactives show top-dose re-replication activation, usual class: activators; hit rate 1.8% among 340,000; AID 624297; further: potency means the concentration at half of the fitted maximal effect; % of control where 0% means no effect; nearly all actives have a fitted effect of over 55% in size
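250 cells/well; 23 nL cpd via pin tool; 48 hr, 37 C, 5% CO2; Hoechst 40 min; imager read of total nuclear intensity, ex 405/em 500-530 nm.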
MCF10A rereplic = inducers of DNA re-replication in MCF 10A breast cells; MCF 10A DNA re-replication, Hoechst nuclear intensity, 48 h; Potency, µM (doses to about 46.1 µM), for the others: at the highest dose activity, positive = re-replication, usual class: activators; hit rate 2.9% among 350,000; AID 624296; further: potency means the concentration at half of the fitted maximal effect; % of control where 0% means no effect; nearly all actives have a fitted effect of over 50% in size
D3 ag = activates the human D3 dopamine receptor | max activation, % | hit rate 0.58% among 410,000 | AID 652048 | P35462 | D3R DiscoveRx beta-arrestin cells, luminescence, 90 min; in the data active means max activation above about 30%; further: 0% is about no effect; mostly tested at two doses, the higher about 12 µM
Target sequence (P35462 whole entry, looked up): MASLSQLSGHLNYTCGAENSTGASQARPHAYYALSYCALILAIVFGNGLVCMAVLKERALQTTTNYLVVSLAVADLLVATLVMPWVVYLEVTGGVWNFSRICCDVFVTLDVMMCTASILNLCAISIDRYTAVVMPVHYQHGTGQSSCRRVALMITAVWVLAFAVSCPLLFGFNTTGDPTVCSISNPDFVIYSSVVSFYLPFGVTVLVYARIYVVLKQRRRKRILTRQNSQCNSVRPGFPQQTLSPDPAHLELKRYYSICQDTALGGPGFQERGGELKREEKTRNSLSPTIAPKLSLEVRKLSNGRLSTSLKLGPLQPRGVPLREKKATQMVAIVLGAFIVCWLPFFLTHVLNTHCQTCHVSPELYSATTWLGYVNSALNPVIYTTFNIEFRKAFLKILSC
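Agonist-mode cell screen: cells plated at 1500/well and incubated overnight at 37 °C, then exposed to library compounds for 90 min at 37 °C. Detection reagent was added for 30–60 min at room temperature, and luminescence was read.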
IL-1B inflam inh = inflammasome signaling inhibition, IL-1 beta readout; activity change, % at 57.5 µM; hit rate 4.7% among 360,000; THP-1 LPS/ATP IL-1B secretion, AlphaLISA, 16 h; hits give low values; in the data active means activity change below about -50%; inconclusive means mostly about -30% to -49%; further: on the % scale 0 is the no-effect control and ±100 the full control effect
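Secreted IL-1B measured by AlphaLISA bead assay after 16 h compound exposure of THP-1 cells; compounds (final up to 57.5 uM) added 1 h before LPS (250 ng/mL) and ATP (1.25 mM) stimulation; lower signal means less secretion.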
HEK293 tox = cytotoxic in the GLP-1 receptor inverse agonist counter-screen; HEK293 cAMP-luciferase reporter cells, luminescence, 24 h; Potency, µM (highest dose often 38.3 µM), without a hit: at the top dose activity change, negative = inhibition, usual class: inhibitors; hit rate 0.13% among 410,000;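 further: loss of luciferase light is scored as toxicity; potency means the concentration at half of the fitted maximal effect; on the % scale 0 is the no-effect control and ±100 the full control effect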
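1536-well qHTS counterscreen of the MLSMR; 200 cells/uL, 12 h pre-incubation, 23 nL cpd, 24 h at 37 deg C 5% CO2, luciferase detection reagent, 12 min RT, luminescence. Inhibition = undesired.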
KB-3-1 cytotox = KB-3-1 parental cell cytotoxicity; hit rate 1.4% among 400,000; AID 1347075; KB-3-1 viability, CellTiter-Glo ATP luminescence, 72 h; Potency, µM (doses to about 46.1 µM), for the others: at the top dose activity change, negative = cytotoxic, actives largely listed as cytotoxic; further: potency means the concentration at half of the fitted maximal effect; on the % scale 0 is the no-effect control and ±100 the full control effect; nearly all actives have a fitted effect of over 60% in size
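Cytotoxicity in the drug-sensitive parental line KB-3-1 was scored as loss of CellTiter-Glo luminescence following 72 h incubation with compound. Values come from curve fitting of normalized concentration-response data.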
* hit, by the source's call; ? = inconclusive; . = no result given; & = joins results of further samples; [ ] = dose if it differs, or a comment. Unless noted, the call rests on the fitted dose curve; in most records, active means well fitted curve in the direction sought with a large enough effect; inconclusive means small, poorly fitted or top-dose-only effect, or another doubt; inactive means no such curve, though single readings can be large; an effect the other way counts as inactive or inconclusive.

Values run as follows: KB-3-1 cytotox, D3 ag, HEK293 tox, SW480 rereplic, MCF10A rereplic, IL-1B inflam inh, HT1080 IDH1KD tx, HT1080-NT tox, KB-V1 MDR tox
- COc1ccc(-c2csc(=Nc3ccccc3)n2CCO)cc1
 : 11.6µM*, 7.3, -0.4%[1.53 µM], -5.9%&-3.4%, ?, -24.0, -23.0%, -22.2%, 7.31µM*
- Cc1nn(-c2ccc(F)cc2)c2c1cc(C#N)c1nc3ccccc3n12
 : 3.7%, 8.2, -20.3%, 5.4%, -29.5%, 9.7, 8.8%, 11.2%, 1.5%
- Cc1cc(C)c(NC(=O)Cn2nnc(-c3nc(-c4ccccc4)no3)c2N)c(C)c1
 : -6.1%, -13.0, 11.1%, ., ., ., ., ., 14.9%
- Cc1noc(C)c1C(=O)NCCc1c(C)[nH]c2ccccc12
 : 3.5%, -5.4, -5.5%, -20.0%, -27.8%, 20.9, 0.1%, 8.3%, 2.0%
- Nc1nnc(C(F)(F)F)s1
 : -16.2%, -4.3, 9.0%, -4.9%, 1.4%, 19.6, 2.1%, -2.9%, -1.3%
- Cn1c(=O)c(C(=O)CSc2ccccc2)c(N)n(Cc2ccccc2)c1=O
 : -18.7%, 4.2, 11.3%, -6.8%, ?, 0.0, -2.4%, -5.2%, -18.9%
- O=C(CNS(=O)(=O)c1ccccc1)OCC(=O)c1ccccc1Cl
 : 3.9%, -7.2, 4.4%, 3.6%, -2.5%, 8.4, 17.0%, 5.7%, 17.9%
- O=C1Nc2cc(Cl)ccc2C1(N1CCNCC1)C(F)(F)F (stereo unspecified)
 : -1.6%, -1.4, -10.8%, 4.4%, 11.8%, 16.1, -3.2%, -22.0%, 11.4%
- O=c1[nH]cc([N+](=O)[O-])cc1Br
 : -5.3%, 4.7, -4.5%[1.53 µM], -0.4%, -2.6%, 21.8, -1.9%, 1.8%, 0.0%
- C[C@H](NC(N)=O)C(=O)N1CCN(S(=O)(=O)c2ccc3ccccc3c2)CC1
 : 18.1%, 4.0, 9.3%, 4.0%, -5.4%, 0.0, 15.2%, 23.0%, -0.6%
- Cc1cc(C)n(-c2nnc(N3CCN(c4ccc(F)cc4)CC3)nn2)n1
 : -3.4%, -16.2, -12.7%, -0.3%, -16.9%, 2.7, -1.5%, 2.0%, -12.8%
- C[C@@H]1NC(=O)N[C@@H]1CCCCCC(=O)O
 : ?, 21.2, -6.9%, -21.8%, ?, -102.1*, ?, ?, -0.9%
- O=C(NC(=O)N1CCCCCC1)c1ccccc1
 : -3.8%, -1.1, -2.5%, -7.2%, -0.2%, -14.1, -4.2%, -0.5%, 0.9%
- O=C(OCc1cccc(F)c1)c1ccc2c(=O)n3c(nc2c1)CCC3
 : -2.5%, 7.5, 1.0%, 1.8%, 16.1%, 52.4, -2.8%, -2.3%, -0.8%
- Cc1ccccc1C(=O)Oc1cccc(Nc2ncnc3ccccc23)c1
 : -12.5%, 3.2, -25.1%, 9.6%, 27.7%, -8.6, ?, -18.5%, 0.0%

New compounds follow:
Values run as follows: KB-3-1 cytotox, D3 ag, HEK293 tox, SW480 rereplic, MCF10A rereplic, IL-1B inflam inh, HT1080 IDH1KD tx, HT1080-NT tox, KB-V1 MDR tox
- Cc1ccc2c(c1)C1CC(C)(O2)N(c2cccc(C(=O)NC3CCN(Cc4ccccc4)CC3)c2)C(=O)N1 (stereo unspecified)
 : -1.9%, -17.7, -19.8%, 7.9%, 6.4%, -52.8*, ?, ?, ?
- CCCCN1CC(c2nc3ccccc3n2CCCCOc2c(C)cccc2C)CC1=O (stereo unspecified)
 : ?, -14.5, -17.1%, ., ., ., ., ., ?
- CCN(C[C@H]1N[C@@](CC)(C(=O)OC)[C@H]2C(=O)N(Cc3ccccc3)C(=O)[C@@H]12)S(=O)(=O)c1ccc(F)cc1
 : 0.0%, 5.3, -5.7%, ?, 3.9%, -15.7, 4.2%, 2.0%, 0.0%
- O=C(CSc1ncccn1)Nc1ccc(N2CCOCC2)cc1
 : 13.3%, 1.4, 2.0%, 4.8%, -0.2%, 8.8, 9.9%, 6.0%, 5.4%
- Cc1ccccc1NC(=S)NC1CCCC1
 : 4.4%, -6.2, ?, -2.5%, 4.4%, -1.6, 14.8%, 10.3%, -2.0%
- Cc1ccc(CN2CCC(n3nccc3NC(=O)C3CCOC3)CC2)cc1C (stereo unspecified)
 : 3.5%, -11.3, 7.4%, -1.8%, 17.1%, 0.0, -7.0%, -10.5%, -15.2%
- CN(C)S(=O)(=O)n1cc(/C=C(\NC(=O)c2ccccc2F)C(=O)NCCN2CCOCC2)c2ccccc21
 : 1.7%, 1.9, 5.7%, ., ., -4.9, 2.0%, 0.1%, -2.8%
- Cc1cccc([N+](=O)[O-])c1NC(=O)CSc1nnc2ccccn12
 : 1.3%, -6.4, 1.2%, 0.7%, -2.3%, 1.7, -0.3%, 0.0%, -5.1%
- CCc1cccc(NC(=O)CCC(=O)N2CCSc3ccccc32)c1
 : -16.2%, -1.2&0.9, -8.1%&1.8%, -0.4%, 4.0%, -7.5, -8.6%, -19.2%, ?
- CCOc1ccc(/C=C(\C#N)C(=O)NCC2CCCO2)cc1OCC (stereo unspecified)
 : 1.4%, 0.7, -1.1%, -6.4%, -0.8%, 0.1, -2.7%, 0.6%, -34.6%
- CCOC(=O)C1(Cc2cccc(F)c2)CCN(C(=O)Cc2cccnc2)CC1
 : -2.9%, -1.6, -1.6%, 4.9%, -1.7%, 41.5, 3.5%, 3.1%, ?
- CCC(C)NC(=O)CNS(=O)(=O)c1ccc(C)cc1 (stereo unspecified)
 : 9.7%, 4.4, 1.2%, -3.4%, 0.6%, 4.5, -9.5%[9.24 µM], 12.8%, -10.2%
- O=C1C(=Cc2ccco2)C(=O)c2ccccc21
 : 5.0%, 6.7, -11.2%, -3.4%, 1.0%, 0.0, 0.7%, 2.3%, ?
- COc1cc(/C=C/C(=O)OCC(=O)NCCc2ccccc2)cc(OC)c1OC
 : 16.1%, -6.7, -7.8%, -4.3%, 12.2%, 17.0, -4.3%, -3.9%, -6.3%
- Cc1cc2c(c(=O)n1CCN(C)C)C(c1ccccc1Br)C(C#N)=C(N)O2 (stereo unspecified)
 : 29.4%, 4.8, -3.5%, 0.8%[9.22 µM], 2.5%, -8.6, 3.3%, 10.5%, 27.0%

Following part:
Values run as follows: KB-3-1 cytotox, D3 ag, HEK293 tox, SW480 rereplic, MCF10A rereplic, IL-1B inflam inh, HT1080 IDH1KD tx, HT1080-NT tox, KB-V1 MDR tox
- O=[N+]([O-])c1ccc2nc(C3CCCCC3)[nH]c2c1
 : -18.1%, -3.3, -25.7%, -6.3%, 1.4%, -2.5, -12.7%, -1.8%, -26.0%
- O=C(NC1CC2CCCC(C1)N2C(=O)NCc1ccccc1)C1CC1 (stereo unspecified)
 : 20.2%, 0.2, -4.2%, 1.3%, -15.0%, 5.9, 18.9%, 9.2%, -5.7%
- CC(=Nc1cc(C(=O)c2ccccc2)ccc1N)C1=C(O)CC(C)(C)CC1=O
 : 3.4%, -4.1, -11.4%, -131.4%[inhibitor], 0.3%, -28.1, -2.0%, 9.9%, -3.3%
- CCOC(=O)c1c(NC(=O)Cn2cnc([N+](=O)[O-])n2)sc(C)c1C
 : -6.0%, 1.0, -0.6%, -1.9%, 11.8%, 2.2, 0.0%, -3.6%, -14.4%
- Cc1ccc(NC(=O)CCCCCNS(=O)(=O)c2ccc(C)cc2)cc1
 : ?, -3.0, -10.9%, ?, -7.5%, -1.7, 1.4%, 1.2%, ?
- COc1ccc(/C=C/C(=O)c2ccc(Cl)s2)cc1O
 : ?, -7.8, -14.9%, ?, ?, -26.5, -14.1%, -8.2%, ?
- CCn1cc(CNc2nc3nonc3nc2N2CCCCC2)cn1
 : -4.3%, 16.4, -7.5%, 1.2%, -0.6%, 8.9, -0.5%, -1.1%, -19.8%
- CC1(C(=O)Nc2ccc3c(c2)OCCO3)CN(S(C)(=O)=O)CC(=O)N1CCCn1ccnc1 (stereo unspecified)
 : ?, 1.0, -5.4%, ., ., ?, 22.4%, 20.0%, 3.1%
- Cc1nc2ccccc2c2oc(C(=O)N3CCC(N4CCCCC4)CC3)cc12
 : -19.5%, -3.2, -11.1%, 3.7%, 3.2%, ?, -14.5%, -12.6%, 6.0%
- O=C1CCSc2ccc(Cl)cc2N1Cc1ccccc1
 : 14.3%, 1.9, -2.8%, -6.5%, 16.9%, 20.2, -0.1%, 1.2%, -3.3%
- COc1ccc(CCC(=O)NCc2ccccc2Cl)cc1OC
 : 7.9%, -1.5, -3.8%, -3.4%, -0.3%, 9.6, 3.5%, 0.8%, 9.2%
- COc1ccc(NC(=O)CSc2nc(C)cs2)c([N+](=O)[O-])c1
 : -6.1%, 0.8, -9.9%, -6.4%, 9.5%, -12.8, 3.2%, -1.8%, 23.1µM*
- O=C(COc1ccc(-c2ccccc2)cc1)N1CCN(C(=O)c2cccs2)CC1
 : 1.7%, 5.6, 2.7%, -86.9%[inhibitor], -3.7%, -14.0, -22.2%, -11.2%, ?
- CCOCCCNC(=O)c1cn(CC)c2ccc(S(=O)(=O)N(C)C3CCCCC3)cc2c1=O
 : -3.9%, -1.9, -12.2%, -8.1%, 0.8%, ?, -6.4%, ?, ?
- COc1cccc(NC(=O)CN2C(=O)NC(C)(c3ccc(C)cc3)C2=O)c1 (stereo unspecified)
 : 6.1%, 7.6, -15.6%, -47.8%[inhibitor], 5.1%, -7.7, 8.6%, 11.0%, 1.1%
- CCc1cc(C(c2ccccc2OC)N2CCOCC2)c(NC(=O)c2ccccc2)s1 (stereo unspecified)
 : -12.8%, -13.8, 27.1%, ?, ?, ?, ?, -28.1%, 10.8%
